Source: PubChem BioAssay
XIAP antagonists: XIAP antagonists, biochemical, IAP family, fluorescence polarization (AID 1018); XIAP BIR domain, fluorescence polarization peptide displacement; higher % means a stronger effect; 0.007% of 200,000 active; displacement, % at 20 µM; hits with a dose series show IC50 in µM; E3 ubiquitin-protein ligase XIAP (Homo sapiens); in the data active = displacement above about 50%; also: a part of the inactive calls stands beside numbers as strong as those of hits
Dynein transport: inhibitors of GR-EGFP nuclear translocation, primary screen, dynein cargo transport inhibitor project, imaging, high-content, 3617.4 mouse cells. test concentration mostly 20 µM; stimulated with dexamethasone, 1 µM; stronger effect = lower value. z-score, hits read low. 0.47% of 220,000 active. AID 1381, 2008;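 active = plate z-score of nuclear minus cytoplasmic receptor signal below a set negative limit, without overly bright fluorescence or cell loss, cut at about -3.5 in these data, passing the limit was not always enough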;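 also: z-score of nuclear minus cytoplasmic ring GR-EGFP intensity difference per well; some compounds called inactive have numbers as strong as hits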
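Also added – dexamethasone, 1.0 µM final · Buffer or medium – tet-free, stripped-serum medium · Schedule – induction 48 h, compound 1 h, agonist 30 min · Detection – formaldehyde fixation, Hoechst nuclear stain, 10x automated fluorescence imaging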
Ins promoter up: insulin promoter activators in MIN6 cells, imaging, high-content screening, mouse beta cells | 0.3% of 190,000 active | AID 1625, 2009 | z-score at 5 µM | MIN6 insulin promoter-GFP reporter; stronger effect = higher value;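 active = z-score above 3 at 5 µM with at least 500 cells counted in the well; inconclusive = wells under 500 cells, flagged as cytotoxic or low count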
WT yeast gro inh: growth inhibition of WT strain, primary screen, mitochondrial fusion inhibitor project, WT and mutant strains, chemical genetic | mitochondrial fusion phenotypic screen | inhibition, % at 10 µM | 2.1% of 190,000 active; in the data active = inhibition above about 58%; tested in S. cerevisiae
MT stabilize HCS: microtubule stabilizers in HeLa cells, primary screen, imaging, high-content imaging; 0.83% of 200,000 active; % tubulin-high responders, % at 10 µM; HeLa tubulin immunostaining HCS, 24 h; share of cells brighter than vehicle mean+2SD; AID 2205, 2009;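 active = plate Z-score above 3 for both tubulin-high and condensed-nucleus cell shares, with cell loss under 80%, at 10 µM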;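 also: anti alpha tubulin signal scored within the nucleus-defined area of each cell; some results filed as inactive read as strong as hits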
ER stress rescue: rescue of cells from ER stress-induced death, primary screen, 384-well, CSM14.1, thapsigargin, ATP luminescence (AID 1222). cellular ATP content (survival), % at 20 µM; hits with a dose series show EC50 in µM. CSM14.1 thapsigargin-induced death rescue, ATP luminescence; higher % means a stronger effect. 190,000 tested, under 10 active;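 active = EC50 below 50 µM in the dose-response confirmation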;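 also: death triggered by thapsigargin at about 15 µM added after 2 h compound pretreatment; cell ATP read after overnight thapsigargin exposure of roughly 18 to 22 hours; normalized against plate controls of thapsigargin alone and 5% DMSO vehicle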
b-catenin transl: modulators of beta-catenin nuclear translocation, primary screen, imaging, HeLa cells, immunofluorescence, high-content | nuclear translocation activity, % at 5 µM | 0.3% of 190,000 active | AID 1665, 2009;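 active = nuclear translocation activity above 50% at 5 µM, with a well cell count of 50 or more; inconclusive = wells under 50 cells across six images, flagged as toxic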;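 also: per-cell ratio of nuclear to cytoplasmic median beta-catenin stain intensity; plate controls were DMSO negative control for no effect and GSK-3 inhibitor IX positive control for full effect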
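Test system: HeLa cells, endogenous beta-catenin; Compound: single 5 µM dose plus 0.02–20 µM confirmation series; Times: compound exposure 24 h at 37°C; Signal: fluorescence imaging of beta-catenin antibody stain plus DAPI; Read-out: % activation, nuclear-to-cytoplasmic median beta-catenin signal ratio per cell.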
Hep lipid drop: inhibitors of hepatocyte lipid droplet formation, primary screen, imaging, high-throughput imaging, BODIPY stain | AML12 mouse hepatocytes, oleate lipid droplets | inhibition, % at 6.5 µM | 0.4% of 240,000 active | AID 1656, 2009;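 active = lipid droplet intensity inhibited by at least 50%, with more than 500 cells counted; inconclusive = wells with under 300 cells, treated as cytotoxic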
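Test system: AML12 hepatocytes (mouse); reagent: oleate loading, 100 µM; dosing: one dose, 6.5 µM compound; incubation: overnight exposure; signal: fluorescence imaging, 20x objective, two fields per well; read-out basis: % inhibition of corrected integrated BODIPY droplet signal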
Autophagy HCS: autophagy modulators in MEF cells, primary screen, imaging, high-content, MEF GFP-LC3 | MEF GFP-LC3 puncta imaging; test concentration mostly 10 µM | calls only at 10 µM (by protocol) | 0.98% of 190,000 active;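 active = percentage of spot-positive cells more than 3 SD above its plate mean, without a fluorescence outlier flag or 80% toxicity; inconclusive = no clear call, values can overlap the other calls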;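 also: spot-positive cell cutoff set from DMSO-treated cells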
WT yeast gro inh mutant strain: also measured in WT yeast gro inh; calls as there; inhibition, %; mitochondrial fusion phenotypic screen, mutant strain inhibition
Dynein transport cytoplasmic EGFP: further read-out of Dynein transport, marked with its call; z-score; measured here: cytoplasmic GR-EGFP intensity; stronger effect = higher value
Dynein transport nuclear GR-EGFP: also measured in Dynein transport; calls as there; z-score; measured here: nuclear GR-EGFP intensity;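 lower value marks the stronger effect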
Dynein transport cell count: further read-out of Dynein transport, marked with its call; z-score; measured here: cell count per field
Ins promoter up cell count: also measured in Ins promoter up; calls as there; cell count; measured here: cytotoxicity, nuclei count;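 total cells summed across four imaged fields per well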
Hep lipid drop cells 6.5 µM: second read-out of Hep lipid drop, no call of its own (marks repeat the call); cell count; measured here: cell count, cytotoxicity flag;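 cells counted across two imaged fields per well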
b-catenin transl cell count 5 µM: recorded beside b-catenin transl, whose call it bears; cell count; measured here: cell count, cytotoxicity flag
MT stabilize HCS Hoechst-high %: recorded beside MT stabilize HCS, whose call it bears; % Hoechst-high responders; measured here: nuclear condensation Hoechst responders;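 share of cells brighter than vehicle mean plus two SD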
MT stabilize HCS cytotoxicity %: recorded beside MT stabilize HCS, whose call it bears; toxicity, %; measured here: cytotoxicity by cell density;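 0% = mean cell density of plate MIN control wells and 100% = no cells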
Autophagy HCS cell loss 18 h: also measured in Autophagy HCS; calls as there; toxicity, %; measured here: cell loss, nuclei count;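 cell loss after 18 h compound exposure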
* = called active by the depositor; i = inactive; u = inconclusive; x = no result given.

SMILES	XIAP antagonists	Dynein transport	Dynein transport cytoplasmic EGFP	Dynein transport nuclear GR-EGFP	Dynein transport cell count	Ins promoter up	Ins promoter up cell count	WT yeast gro inh	WT yeast gro inh mutant strain	MT stabilize HCS	MT stabilize HCS Hoechst-high %	MT stabilize HCS cytotoxicity %	ER stress rescue	b-catenin transl	b-catenin transl cell count 5 µM	Hep lipid drop	Hep lipid drop cells 6.5 µM	Autophagy HCS	Autophagy HCS cell loss 18 h
COc1cccc(NC(=O)Nc2cnccn2)c1	-2.8%	-0.58	-0.35	-0.075	0.64	0.72	1351	20	10	5.6	2.3	0.9	2.5%	-0.8	959	-10	712	i	29
CCOC(=O)CCC(NC(=O)CCCCCCCC(=O)NC(CCC(=O)OCC)C(=O)OCC)C(=O)OCC (stereo not drawn)	-2.0%	0.67	-0.24	0.45	0.38	0.68	1362	2	-19	1.8	1.9	4.6	-3.1%	-1.4	1149	4	605	i	2
Nn1cc(-c2ccccc2)nc1SCC(=O)NCC1CCCO1 (stereo not drawn)	-1.8%	-0.3	-0.25	-0.061	-0.32	-1.1	1346	-15	9	4.4	3.8	9.8	-0.8%	2.8	1068	2	656	i	-9
CC(=O)NCCCC(=O)NC(CCC(=O)OCc1ccccc1)C(=O)OCc1ccccc1 (stereo not drawn)	-7.3%	-0.66	-0.35	-0.25	0.48	-0.45	1577	-17	4	4.7	2.2	5.9	-3.8%	-3.1	1090	-2	686	i	-2
O=C(c1ccc2nc3ccccc3c(=O)n2c1)N1CCN(Cc2ccc3c(c2)OCO3)CC1	-5.3%	-0.34	-0.23	0.24	0.93	-0.31	1234	18	-5	3.1	2.4	9.2	-1.4%	1.8	1286	x	x	i	-36
CNc1cc(CS(=O)c2ccccc2)nc(-c2ccccc2)n1 (stereo not drawn)	-2.3%	-0.65	-0.36	-0.19	0.62	-0.26	1542	14	9	1.8	1.8	7.5	-2.4%	-1.1	1399	x	x	i	21
CCC(C)C(=O)Nc1cc(C(=O)OC)ccc1C(=O)OC (stereo not drawn)	-3.5%	-1	-0.28	-0.64	0.68	1.8	881	6	29	1.3	1.6	8.4	0.9%	2.4	1091	0	770	i	0
Cc1ccc(OCCN2CCN(C(=O)CCC(=O)Nc3nnc(C(C)C)s3)CC2)cc1	-7.0%	0.55	-0.069	0.091	-0.35	u	x	11	10	3.4	2.5	8.6	3.4%	4.1	717	x	x	i	-12
O=C(c1nc2ccc(Cl)cn2c1CNCC[C@@H]1C[C@@H]2C=C[C@H]1C2)N1CCCCCCC1	-5.1%	2.7	-0.021	2.2	-2.3	-0.54	1300	34	21	4.2	1.8	8.0	3.6%	1.1	1423	0	704	i	-2
CC1Cc2ccccc2N1C(=O)C1CCN(S(=O)(=O)Cc2ccccc2)CC1 (stereo not drawn)	0.5%	-0.55	-0.21	0.11	0.1	-0.64	1109	-21	-33	5.2	3.4	8.3	-1.7%	-8.3	1042	x	x	i	-14
CN(Cc1ccccc1)c1nc2c(c(=O)[nH]c(=O)n2C)n1Cc1ccccc1	-6.9%	-0.59	-0.23	0.082	-0.0023	-1.1	1500	12	10	2.5	1.9	12	-0.2%	-2.0	940	x	x	i	-43
COc1ccc(-c2csc(Nc3ccccc3)n2)cc1	-2.3%	0.75	-0.33	0.84	-0.28	-0.76	1522	69*	64*	3.2	2.5	3.9	-1.2%	0.4	1060	18	737	i	10
CCOC(=O)c1ccc(N2CCOCC2)c(NC(=O)c2c(-c3ccccc3)noc2C)c1	x	-0.075	-0.23	-0.055	0.63	-0.23	933	x	x	x	x	x	x	125*	199*	1	730	x	x
COc1ccc(Nc2cc(C)nc3nc(C)nn23)c(OC)c1	-5.1%	0.21	-0.23	1.1	-0.034	0.41	1215	10	6	2.7	2.5	8.6	-3.7%	-1.3	536	-2	783	i	16
O=C(/C=N/O)NCc1cccnc1	-0.6%	-0.21	-0.23	0.12	-1.1	1.7	1075	-33	-8	4.1	3.8	10	-0.7%	-1.3	1165	x	x	i	18
Cc1cc(C(=O)NCCCC(=O)O)c(C)o1	-5.8%	0.89	0.55	1.2	-1.8	0.48	857	-4	-10	1.4	1.1	6.4	-1.0%	-4.0	1199	-3	767	i	37
O=C(/C=C/c1ccccc1Cl)c1ccccc(=O)c1O	-2.3%	2.8	0.12	2.1	-2.7	-3.1	732	-17	-12	11	4.4	0.2	-4.5%	x	x	-15	690	i	-3
COc1ccc2cc3cc(C(=O)Nc4ccc5c(c4)OCO5)oc3nc2c1	-6.6%	-0.38	-0.21	-0.16	1	-0.77	1601	6	-13	2.4	1.8	1.6	-0.6%	0.6	1339	x	x	i	-14
COc1ccc(OC)c(C(C)NC(=O)Nc2cccc(C(C)=O)c2)c1 (stereo not drawn)	12%	-0.67	-0.26	-0.12	0.29	-0.51	1355	14	10	5.5	1.5	7.5	-0.1%	0.0	988	1	759	i	-24
CC(=O)Nc1ccc(S(=O)(=O)NCCSCc2ccccc2Cl)cc1	-4.0%	0.39	-0.21	0.33	-0.32	-0.52	1218	-17	-9	5.1	1.6	3.7	-1.2%	-2.8	888	-9	640	i	-5

The final three entries of the part above open the next one:
SMILES	XIAP antagonists	Dynein transport	Dynein transport cytoplasmic EGFP	Dynein transport nuclear GR-EGFP	Dynein transport cell count	Ins promoter up	Ins promoter up cell count	WT yeast gro inh	WT yeast gro inh mutant strain	MT stabilize HCS	MT stabilize HCS Hoechst-high %	MT stabilize HCS cytotoxicity %	ER stress rescue	b-catenin transl	b-catenin transl cell count 5 µM	Hep lipid drop	Hep lipid drop cells 6.5 µM	Autophagy HCS	Autophagy HCS cell loss 18 h
COc1ccc2cc3cc(C(=O)Nc4ccc5c(c4)OCO5)oc3nc2c1	-6.6%	-0.38	-0.21	-0.16	1	-0.77	1601	6	-13	2.4	1.8	1.6	-0.6%	0.6	1339	x	x	i	-14
COc1ccc(OC)c(C(C)NC(=O)Nc2cccc(C(C)=O)c2)c1 (stereo not drawn)	12%	-0.67	-0.26	-0.12	0.29	-0.51	1355	14	10	5.5	1.5	7.5	-0.1%	0.0	988	1	759	i	-24
CC(=O)Nc1ccc(S(=O)(=O)NCCSCc2ccccc2Cl)cc1	-4.0%	0.39	-0.21	0.33	-0.32	-0.52	1218	-17	-9	5.1	1.6	3.7	-1.2%	-2.8	888	-9	640	i	-5
COc1ccc(CC(=O)c2ccc(O)cc2O)cc1	x	-0.23	-0.26	0.4	-0.68	1.6	883	x	x	x	x	x	x	-1.0	1400	-22	696	x	x
CCCSc1nc2c(c(=O)n(C)c(=O)n2C)n1C	x	-0.24	-0.23	-0.15	0.29	0.8	1368	x	x	x	x	x	x	-4.2	1090	1	732	x	x
COc1cc2nc(CCc3ccccc3)oc(=O)c2cc1OC	-3.7%	-0.28	0.41	-0.26	0.069	x	x	2	-11	1.7	2.8	9.6	-1.6%	-4.4	1106	6	695	i	7
CCn1c(SCC(=O)N2CCOCC2)nc2c(c1=O)SC(C)C2 (stereo not drawn)	-5.0%	0.77	-0.26	-0.51	1.2	0.07	1165	-8	1	3.8	1.7	0.8	-1.0%	-3.9	1193	11	720	i	-3
CN1CCN(C(=O)c2ccc3ccccc3c2)CC1	-2.1%	-0.65	-0.21	-0.028	0.41	1.3	1259	-18	-13	1.3	1.2	11	0.5%	-5.1	852	x	x	x	x
C=CCn1c(CSCc2ccccc2)nnc1SCC(=O)NCc1ccccc1	-3.3%	-0.29	-0.29	0.055	-0.22	x	x	-3	-1	2.0	1.2	9.9	1.8%	x	x	x	x	i	-20
COC(=O)C(CCSC)NC(=O)CNS(=O)(=O)c1ccc(F)cc1 (stereo not drawn)	8.9%	0.2	-0.13	-0.03	-1.5	x	x	-2	-2	2.2	1.9	5.8	-1.6%	x	x	x	x	i	-19
FC(F)(F)c1nnc2sc(-c3ccncc3)nn12	-8.6%	-0.34	-0.22	0.18	-0.42	-0.21	1874	8	13	5.1	1.9	0.3	-0.5%	-2.0	1148	-2	629	i	-12
C=CCC(C(=O)c1ccccc1)[N+](C)(C)CC=C (stereo not drawn)	-9.2%	-0.61	-0.33	-0.77	0.7	-0.23	1449	3	-13	0.9	1.2	3.2	0.9%	0.3	1458	21	706	i	-14
O=P(O)(O)c1ccccc1OCCCCCOc1ccccc1P(=O)(O)O	-4.7%	0.92	-0.28	0.49	-0.25	0.01	1346	21	22	4.2	3.7	11	-0.1%	-0.2	1420	x	x	i	-4
Nc1ccccc1C(=O)NNc1c2ccccc2nc2ccccc12	x	0.088	-0.23	0.63	0.31	0.42	1047	x	x	x	x	x	x	-1.1	1255	14	685	x	x
COc1ccc(/C=c2\s/c(=C(/C#N)C(=O)NCc3ccco3)n(-c3ccccc3)c2=O)cc1	-15%	1.1	-0.25	0.16	-1.1	0.1	1239	4	-13	3.6	2.3	9.0	1.9%	0.8	897	-20	578	i	-11
